Compound activity (PubChem)
Giardia kill: Giardia lamblia killing; Giardia lamblia trophozoite viability; 340,000 compounds, 0.15% hits; activity change, % at 7.66 µM, hits read low; in the data active means activity change below about -80%; inconclusive means between about -30% and that limit;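 further: parasites exposed to compound for two days anaerobically before the ATP read; on the % scale 0 is the no-effect control and ±100 the full control effect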
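Trophozoites 100 cells/well + cpd; 48 hrs, 37 deg C, anaerobic. ATPLite 1-Step added, 15-30 min RT, luminescence read (ATP-based viability).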
RORgamma inh: blocks mouse ROR gamma transcriptional activity; P51450; Drosophila S2 Gal4-RORgamma UAS-luciferase reporter, 20 h; Potency, µM (doses to about 53.6 µM), inactives show at the highest dose activity change, negative = inhibition, actives largely listed as inhibitors; 310,000 compounds, 5.4% hits; AID 2551; further: potency means the concentration at half of the fitted maximal effect; on the % scale 0 is the no-effect control and ±100 the full control effect; nearly all actives have a fitted effect of over 60% in size
Target sequence (P51450 whole entry, looked up, the tested form may be a part): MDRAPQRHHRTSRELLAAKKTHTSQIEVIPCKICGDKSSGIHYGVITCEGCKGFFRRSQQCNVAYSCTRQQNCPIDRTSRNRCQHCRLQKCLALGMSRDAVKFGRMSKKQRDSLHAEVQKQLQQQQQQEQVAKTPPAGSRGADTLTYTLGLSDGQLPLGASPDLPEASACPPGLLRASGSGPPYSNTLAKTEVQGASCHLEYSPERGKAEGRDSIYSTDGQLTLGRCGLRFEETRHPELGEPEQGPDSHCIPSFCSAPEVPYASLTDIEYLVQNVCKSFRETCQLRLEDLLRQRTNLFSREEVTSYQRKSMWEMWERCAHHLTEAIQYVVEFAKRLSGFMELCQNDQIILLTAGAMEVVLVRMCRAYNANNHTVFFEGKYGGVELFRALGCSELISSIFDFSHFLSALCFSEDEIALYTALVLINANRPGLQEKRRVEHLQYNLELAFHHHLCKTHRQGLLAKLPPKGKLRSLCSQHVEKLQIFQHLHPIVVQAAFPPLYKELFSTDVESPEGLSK
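In this cell-based reporter format, copper sulfate (700 uM final) drives Gal4–ROR gamma fusion expression from a metallothionein promoter in Drosophila Schneider cells; compounds preincubated 1 hr, reporter read after 20 hr at ambient temperature.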
uPA surface inh: inhibitors of cell surface uPA generation. cell surface uPA generation assay, qHTS. Potency, µM (highest dose often 38.3 µM), inactives show at the highest dose activity change, negative = inhibition, most hits filed as inhibitors. 330,000 compounds, 0.31% hits; active means well fitted inhibition curve with a large enough effect; inconclusive means small, poorly fitted or top-dose-only effect; inactive means no such curve, though single readings can be large or run the other way; tested in mouse RAW 264.7 cells; further: potency means the concentration at half of the fitted maximal effect; on the % scale 0 is the no-effect control and ±100 the full control effect; nearly all actives have a fitted effect of over 55% in size
NPC1 promoter act: activators of NPC1 promoter; Huh7 NPC1 promoter luciferase reporter, 24 h; Potency, µM (titrated, usually from 9.22 µM), for the others: at the top dose activation, actives largely listed as activators; 320,000 compounds, 2.4% hits;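 further: potency means the concentration at half of the fitted maximal effect; % of control where 0% means no effect; nearly all actives have a fitted effect of over 60% in size; reporter is driven by a mutant NPC1 promoter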
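Readout is luciferase luminescence, reflecting NPC1 promoter activation in stably transfected Huh7 cells after 24 h compound exposure at 37 °C in reduced-serum medium with 10% FBS.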
Gal4-VP16 FLuc: inhibits Gal4-VP16 luciferase reporter, ROR gamma counter-screen | Drosophila S2 Gal4-VP16 UAS-luciferase, luminescence, 20 h | Potency, µM (highest dose often 53.6 µM), for the others: at the highest dose activity, negative = inhibition, hits mostly inhibitors | 310,000 compounds, 3.5% hits;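 further: Gal4-VP16 expression switched on by copper sulfate through the metallothionein promoter; potency means the concentration at half of the fitted maximal effect; on the % scale 0 is the no-effect control and ±100 the full control effect; nearly all actives have a fitted effect of over 50% in size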
ELG1 genotox: inducers of genotoxicity in HEK293T ELG1-luciferase cells; AID 504466; Potency, µM (top dose mostly 46 µM), without a hit: at the highest dose activity change, positive = activation, actives largely listed as activators; HEK293T ELG1-luciferase reporter, luminescence, 16 h; 330,000 compounds, 1.3% hits; further: potency means the concentration at half of the fitted maximal effect; % of control where 0% means no effect; nearly all actives have a fitted effect of over 60% in size
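Screening used a luciferase reporter fused to human ELG1 in HEK293T cells. Luminescence was read on a CCD plate imager after 16 hr exposure and 30 min ONE-Glo incubation.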
KCNH2 3.1 inh: blocks the human KCNH2 3.1 channel isoform; U2OS KCNH2 3.1, thallium flux FluxOr; hits give low values; activity change, % (tested at about 1.8 µM); 340,000 compounds, 0.95% hits; AID 720553;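 active means maximum activity change below -70%; inconclusive means maximum activity change from -70% to -50%; inactive means maximum activity change above -50%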;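 further: thallium influx rate constant from kinetic fluorescence after stimulation buffer; on the % scale 0 is the no-effect control and ±100 the full control effect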
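Measured as rate of thallium-driven FluxOr signal in transduced U2OS cells carrying the 3.1 channel, read kinetically for 2 min upon stimulation; values are rate constants scaled to DMSO control wells.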
FLuc modulator: inhibits or activates purified firefly luciferase, miR-21 counter-screen; AID 588342; purified FLuc, Km substrates, luminescence inhibition; 360,000 compounds, 6.9% hits; Potency, µM (titrated, usually from 57.5 µM), inactives show at the top dose activity change, negative = inhibition, most hits filed as inhibitors;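 further: potency means the concentration at half of the fitted maximal effect; plate controls were vehicle for no effect and reference inhibitor for full effect; nearly all actives have a fitted effect of over 55% in size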
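Biochemical qHTS of compounds, final roughly 60 µM downward over six points, against 10 nM purified firefly luciferase using Km concentrations of substrates (10 uM D-luciferin, 10 uM ATP) in Tris acetate pH 7.5 buffer; luminescence output.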
FBPA coupling cs: coupling enzyme interference in Giardia aldolase counter-screen. coupling enzyme system counterscreen, AmpLite Red fluorescence. activity change, negative = inhibition, % at 58.2 µM, hits read low. 290,000 compounds, 0.67% hits; in the data active means activity change below about -30%; further: on the % scale 0 is the no-effect control and ±100 the full control effect
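First, compound is pin-transferred into glyceraldehyde-3-phosphate coupling-enzyme reagent at 57.5 uM final and held 10 min at RT. Next, substrate, coupling system and AmpLite Red are added. After 20 min RT, fluorescence (525/598 nm) is read.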
Rab9 promoter act: activators of Rab9 promoter. Huh7 Rab9 promoter-luciferase reporter, luminescence, 24 h. 320,000 compounds, 2.8% hits. Potency, µM (top dose mostly 9.22 µM), without a hit: top-dose activation, negative = inhibition, actives largely listed as activators. AID 485297; further: potency means the concentration at half of the fitted maximal effect; % of control where 0% means no effect; nearly all actives have a fitted effect of over 60% in size
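Using Huh7 cells stably transfected with Rab9 promoter–luciferase, compounds were incubated 24 h at 37 °C, 5% CO2; luciferase luminescence was read 10 min after reagent addition.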
Tb PFK block: T. brucei PFK enzyme inhibition; T. brucei PFK, ADP-Glo luminescence; Potency, µM (highest dose often 57.5 µM), inactives show at the highest dose activity, negative = inhibition, hits mostly inhibitors; 330,000 compounds, 0.17% hits; AID 485367;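 further: potency means the concentration at half of the fitted maximal effect; 0% = uninhibited 1x PFK enzyme wells and -100% = no-enzyme wells; nearly all actives have a fitted effect of over 60% in size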
Target sequence (O15648 whole entry, looked up): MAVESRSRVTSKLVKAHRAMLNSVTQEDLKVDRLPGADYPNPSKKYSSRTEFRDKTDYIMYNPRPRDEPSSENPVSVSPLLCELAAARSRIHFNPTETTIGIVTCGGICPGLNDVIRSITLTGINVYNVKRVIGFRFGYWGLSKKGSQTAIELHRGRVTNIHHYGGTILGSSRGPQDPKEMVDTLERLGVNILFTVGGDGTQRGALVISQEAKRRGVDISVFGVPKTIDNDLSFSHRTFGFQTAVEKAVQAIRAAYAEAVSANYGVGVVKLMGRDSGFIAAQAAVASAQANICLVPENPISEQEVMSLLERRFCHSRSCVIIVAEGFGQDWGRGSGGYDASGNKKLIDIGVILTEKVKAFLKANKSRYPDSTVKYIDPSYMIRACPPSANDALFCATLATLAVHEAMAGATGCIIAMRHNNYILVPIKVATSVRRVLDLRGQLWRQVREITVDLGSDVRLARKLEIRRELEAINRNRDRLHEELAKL
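In TEA buffer at pH 8.0 with 5 mM MgCl2, enzyme (1.25 nM) converted F6P (0.5 mM) and ATP (0.1 mM) for 45 min at room temperature. ADP product was read by luciferase luminescence.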
The depositor's hits bear a star; ? = inconclusive; · = not tested or not shown; [ ] = remark or other dose. Unless noted, the call rests on the fitted dose curve; in most records, active means well fitted curve in the direction sought with a large enough effect; inconclusive means small, poorly fitted or top-dose-only effect, or another doubt; inactive means no such curve, though single readings can be large; an effect the other way counts as inactive or inconclusive.

no. | Structure | Giardia kill | RORgamma inh | uPA surface inh | NPC1 promoter act | Gal4-VP16 FLuc | ELG1 genotox | KCNH2 3.1 inh | FLuc modulator | FBPA coupling cs | Rab9 promoter act | Tb PFK block
1 | COc1cc(/C=N/NC(=O)C(=O)/C=C2\NC3(CCCC3)Cc3ccccc32)ccc1O | -9 | ? | -11% | 1% | ? | -6% | -26 | -19% | 0 | -7% | 1%
2 | CCNC(=O)CCCOc1ccc(Cl)cc1Cl | 7 | 27% | -3% | 3% | 17% | ? | 8 | ? | 2 | 6% | -18%
3 | COc1ccc(N(CC(=O)NC2CCCCCC2)S(=O)(=O)c2ccc(C)cc2)cc1OC | 3 | -6% | 7% | 0% | -2% | ? | 2 | 4% | · | 6% | -2%
4 | COc1ccc(NC(=O)Nc2c(SC)nsc2SC)cc1 | 27 | 25% | 1% | -4% | -7% | -1% | -4 | 7% | 0 | -3% | -4%
5 | CN(c1ccc(OCC(=O)OCC(=O)Nc2ccc(F)cc2)cc1)S(=O)(=O)c1ccc(Cl)cc1 | 14 | 18% | 4% | -2% | 0% | 2% | 3 | 2% | -2 | -1% | 2%
6 | CCOC(=O)c1cc2c(c(CSc3nc4ccccc4c(=O)n3Cc3ccco3)c1)OCOC2 | 2 | -5% | · | 0% | 0% | 12% | -10 | 3% | 0 | -1% | 19%
7 | Cc1ccccc1OCCC(=O)OCC(=O)NCCc1ccc(S(N)(=O)=O)cc1 | 9 | · | 14% | -3% | · | -3% | -14 | 1% | · | -5% | -5%
8 | O=C(CSc1nc(=O)n2cc(Cl)ccc2n1)Nc1ccc2c(c1)OCCO2 | -1 | · | -9% | 0% | · | -1% | 10 | -7% | · | 5% | 3%
9 | Cn1c(C(=O)Nc2ccc3c(c2)OCCO3)cc2c(=O)n(C)c3ccccc3c21 | 13 | 30% | 2% | -4% | 3% | 8% | 6 | -14% | -9 | -3% | -1%
10 | COc1cccc(OC)c1C(=O)Nc1nc2ccc(S(C)(=O)=O)cc2s1 | 15 | -27% | 1% | -4% | -5% | 3% | -9 | 1% | 3 | 3% | 4%
11 | CCc1nnc(NC(=O)C2Cc3ccccc3CN2S(=O)(=O)c2c(C)c(C)cc(C)c2C)s1 (stereo not given) | 3 | 11µM* | · | 1% | -13% | -1% | -13 | -2% | -6 | 3% | -1%
12 | Cc1ccc2[nH]c(=O)c(CN(CCCN(C)C)C(=O)Nc3cccc(Cl)c3)cc2c1 | -16 | -10% | · | -6% | 3% | 8% | -19 | -1% | 1 | -7% | 5%
13 | O=C(COc1ccc(F)cc1Cl)Nc1nc(-c2ccccn2)cs1 | · | · | · | 0% | · | 6% | · | ? | · | 0% | -3%
14 | Cc1ccc(-n2ccc(=O)c(C(=O)Nc3ccc(S(=O)(=O)Nc4onc(C)c4C)cc3)n2)cc1 | 2 | 30% | 1% | 1% | -2% | -1% | 11 | -3% | 2 | -14% | 1%
15 | CC(=O)c1sc(NC(=O)c2c(F)cccc2F)nc1C | 1 | -2% | 1% | -1% | 21% | 8% | 4 | -14% | 5 | -6% | -5%
16 | O=C1C=C(NCC2CCCO2)CC(c2ccccc2)C1 (stereo not given) | -19 | 4% | 2% | 1% | -2% | 2% | -2 | 5% | 0 | 3% | -7%
17 | CCCOc1ccc(/C=C/C(=O)NC2CCCCC2)cc1OC | 15 | 11% | 4% | 0% | 0% | 5% | 8 | 2% | 3 | -1% | 1%
18 | CCCCNC(=O)C1(O)c2ccccc2NC(=O)N1c1ccc(Cl)cc1 (stereo not given) | -11 | 0% | 11% | 4% | 6% | 4% | -5 | -18% | 1 | -3% | -3%
19 | COc1cccc(-c2nnc(SCCOc3ccc4c(C)cc(=O)oc4c3)o2)c1 | 6 | 3% | 3% | 1% | 10% | 2% | -10 | 0% | 1 | 1% | -4%
20 | Cc1cccc(C(=O)OCC(=O)NCc2cccs2)c1 | -11 | 2% | 4% | -3% | 4% | 3% | 7 | -16% | 0 | -4% | 0%
21 | CCCN1CCC(=O)N([C@H](CSc2ccccc2)c2ccccc2)CC1 | 19 | 36% | ? | ? | 22% | 14% | -94* | ? | 2 | ? | 1%
22 | O=C(OCC(=O)N1N=C(c2ccc(Cl)cc2)CC1c1ccco1)c1ccccc1O (stereo not given) | 11 | 0% | -5% | 6% | 15% | -2% | -12 | -3% | -6 | 1% | 1%
23 | COc1ccc(/C=C/C(=O)OCC(=O)Nc2ccc3[nH]c(=O)[nH]c3c2)cc1OC | -1 | · | 1% | -2% | · | -2% | 13 | 1% | · | 2% | ?
24 | COc1ccc(C2CC(=O)Oc3c(C(C)C)ccc(C)c32)cc1 (stereo not given) | 7 | 9% | -17% | · | 4% | -3% | -6 | · | 6 | · | -2%
25 | COc1ccc(NS(=O)(=O)c2cccc3nsnc23)cc1Cl | 27 | 21% | -1% | 3% | 1% | -1% | -2 | 4% | 2 | -3% | -1%
26 | N#CN/C(=N\S(=O)(=O)c1ccccc1)c1ccccc1 | 13 | -2% | -2% | -4% | -3% | 3% | 7 | 3% | 1 | 0% | 0%
27 | O=C(CSc1nnc2ccccn12)c1ccc(OC(F)F)cc1OC(F)F | 1 | 25% | 3% | 0% | -7% | 16% | -21 | 3% | 0 | 17% | -5%
28 | Cc1cccc(NC(=O)CCS(=O)(=O)c2ccc(Cl)cc2)c1 | -7 | 21% | 2% | 1% | -5% | -3% | 6 | -2% | -7 | -4% | 1%
29 | C/C=C/c1ccc(OCC(=O)N(C)CC(=O)Nc2ccc(F)cc2)c(OC)c1 | -5 | · | 0% | 0% | · | 2% | -6 | 2% | · | -3% | -4%
30 | Cc1cccn2c(=O)c3cc(C(=O)NCCN4CCOCC4)c(=N)n(CCCN4CCOCC4)c3nc12 | 2 | 2% | -1% | -4% | -3% | 11% | -5 | -2% | 0 | 2% | -2%

(further entries)
no. | Structure | Giardia kill | RORgamma inh | uPA surface inh | NPC1 promoter act | Gal4-VP16 FLuc | ELG1 genotox | KCNH2 3.1 inh | FLuc modulator | FBPA coupling cs | Rab9 promoter act | Tb PFK block
31 | CN(NS(C)(=O)=O)c1c(C#N)c(C(F)(F)F)nn1C | -17 | 1% | -2% | 0% | 6% | -9% | 16 | -3% | 0 | -11% | -4%
32 | C/C=N/NC(=O)c1cc(Br)ccc1O | -17 | 11µM* | 0% | 1% | ? | -1% | 6 | 6% | 0 | -3% | 0%
33 | Cc1ccc(-c2csc3ncn(CC(=O)NCC(c4ccco4)N4CCCC4)c(=O)c23)cc1 (stereo not given) | 4 | · | -12% | -3% | · | -2% | 4 | 3% | · | -4% | -7%
34 | COc1ccc(NC(=O)COC(=O)c2ccc(Cl)c(S(N)(=O)=O)c2)c([N+](=O)[O-])c1 | -3 | 0% | -1% | 1% | -7% | 0% | -14 | -2% | -1 | 1% | 0%
35 | Cn1ncc(N=Cc2ccccc2)c1C(N)=O | -7 | 17% | 8% | -1% | 10% | 2% | 2 | -1% | -8 | 12% | -2%
36 | CCOC(=O)c1c(NC(=O)CSc2nc(C)cc(C)c2C#N)sc(C(C)=O)c1C | 3 | 3% | 2% | -2% | -3% | -7% | 4 | 2% | 1 | 1% | 4%
37 | CCO[C@H]1OC(C(=O)NCc2ccccc2)=C[C@@H](c2ccccc2)[C@@H]1CCCO | 15 | -2% | ? | -3% | -6% | -3% | -6 | 1% | 9 | 0% | 1%
38 | COc1ccc(-c2c(-c3cc(OC)cc(OC)c3)n(C)c3ccc(-c4ccc(N(C)C)nc4)cc23)cc1 | -5 | · | 2% | -6% | · | 3% | -13 | 5% | · | -1% | 0%
39 | O=C(O)C1CC=C(Cl)CC1C(=O)NCc1ccccc1 (stereo not given) | 3 | 4% | 0% | 0% | -4% | -2% | -1 | 4% | 0 | -4% | -3%
40 | Cc1cc(/C=N/NC(=O)CC#N)c(C)n1-c1ccc([N+](=O)[O-])cc1 | -28 | -25% | 1% | -1% | -4%[10 µM] | -1% | -1 | -1% | -1 | -5% | -2%

Arranged by count of non-hydrogen atoms (descending): some entries from above.
no. | Structure | Giardia kill | RORgamma inh | uPA surface inh | NPC1 promoter act | Gal4-VP16 FLuc | ELG1 genotox | KCNH2 3.1 inh | FLuc modulator | FBPA coupling cs | Rab9 promoter act | Tb PFK block
33 | Cc1ccc(-c2csc3ncn(CC(=O)NCC(c4ccco4)N4CCCC4)c(=O)c23)cc1 (stereo not given) | 4 | · | -12% | -3% | · | -2% | 4 | 3% | · | -4% | -7%
34 | COc1ccc(NC(=O)COC(=O)c2ccc(Cl)c(S(N)(=O)=O)c2)c([N+](=O)[O-])c1 | -3 | 0% | -1% | 1% | -7% | 0% | -14 | -2% | -1 | 1% | 0%
40 | Cc1cc(/C=N/NC(=O)CC#N)c(C)n1-c1ccc([N+](=O)[O-])cc1 | -28 | -25% | 1% | -1% | -4%[10 µM] | -1% | -1 | -1% | -1 | -5% | -2%
39 | O=C(O)C1CC=C(Cl)CC1C(=O)NCc1ccccc1 (stereo not given) | 3 | 4% | 0% | 0% | -4% | -2% | -1 | 4% | 0 | -4% | -3%
